SRC2 TRFRET art: counter-screen for PPARgamma SRC-2 recruitment agonists: TR-FRET artefact; hits give high values; TR-FRET ratio at 8 µM; hit rate 0.4% among 200,000; AID 1049; in the data active = TR-FRET ratio above about 2000; note: inactives centre near 1500; reference of the scale not given here
PPARg SRC3 recr: PPARgamma-driven SRC-3 recruitment agonism; biochemical PPARgamma/SRC-3 coactivator recruitment assay; P37231; hit rate 0.26% among 200,000; activation, % at 8 µM; in the data active = activation above about 23%;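 note: 0% = DMSO and 100% = reference agonist; some compounds past the cut are filed as inactive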
Lmaj promast: inhibitors of Leishmania major promastigote growth; Leishmania major promastigotes, resazurin fluorescence viability; inhibition, % at 10 µM; hit rate 9% among 200,000; AID 1063; in the data active = inhibition above about 50%;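 note: promastigotes grown with compound for 44 hours at 28 °C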
bIAP activator: intestinal alkaline phosphatase (bovine) activation; AID 1016; hit rate 0.17% among 200,000; activation factor at 20 µM; purified bovine IAP, CDP-star luminescence, 30 min; hits give high values; fold of DMSO-control signal, blank-subtracted;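 active = activation factor of 2 or more at 20 µM, a signal rise over negative controls twice the positive control's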
S1P3 antag: blocks the human S1P3 receptor; Q99500; CHO S1P3 NFAT-BLA reporter, FRET fluorescence, antagonist mode; inhibition, % at 4.98 µM; hit rate 0.27% among 170,000; AID 485;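 active = inhibition above the plate cutoff, the mean inhibition of test wells on that plate plus 3 SD, cut at about 28% in these data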;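 note: cells challenged with S1P at its EC80 of 0.8 µM; blue over green emission ratio from cleaved BLA substrate after 4 h stimulation; 0% = S1P-stimulated wells and 100% = unstimulated DMSO-only wells; some compounds past the cut are filed as inactive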
Target sequence (Q99500 whole entry, looked up): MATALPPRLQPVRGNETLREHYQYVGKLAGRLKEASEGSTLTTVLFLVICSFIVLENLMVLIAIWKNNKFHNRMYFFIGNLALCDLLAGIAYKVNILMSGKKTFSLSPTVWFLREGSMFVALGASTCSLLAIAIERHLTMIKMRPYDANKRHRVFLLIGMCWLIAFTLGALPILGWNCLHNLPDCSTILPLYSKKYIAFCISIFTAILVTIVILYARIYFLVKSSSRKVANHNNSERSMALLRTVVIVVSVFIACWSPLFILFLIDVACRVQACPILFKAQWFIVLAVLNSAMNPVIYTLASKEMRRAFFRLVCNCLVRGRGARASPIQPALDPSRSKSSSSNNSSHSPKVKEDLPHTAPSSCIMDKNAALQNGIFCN
ROMK mod: human ROMK K+ channel modulation, primary screen | P48048 | Tet-inducible ROMK, thallium flux fluorescence; actives lie on both sides | B-score at 10 µM | hit rate 2% among 130,000;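 active = signal ratio slope over the read window, or its plate-corrected B-score, at least 3 SD from the plate mean, either direction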;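 note: B-score of the F/F0 ratio slope over 7 to 12 s after thallium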
Target sequence (P48048 whole entry, looked up): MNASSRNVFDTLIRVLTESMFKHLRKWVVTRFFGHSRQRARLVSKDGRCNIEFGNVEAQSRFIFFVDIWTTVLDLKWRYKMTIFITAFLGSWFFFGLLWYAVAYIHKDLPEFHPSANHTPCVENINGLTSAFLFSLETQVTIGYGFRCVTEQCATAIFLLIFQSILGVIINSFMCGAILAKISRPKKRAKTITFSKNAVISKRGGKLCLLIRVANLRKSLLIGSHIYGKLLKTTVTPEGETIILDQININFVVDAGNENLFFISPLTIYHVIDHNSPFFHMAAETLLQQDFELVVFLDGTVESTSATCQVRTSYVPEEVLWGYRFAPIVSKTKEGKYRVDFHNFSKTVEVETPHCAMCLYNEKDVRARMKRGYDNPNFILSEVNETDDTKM
bIAP inh: blocks bovine intestinal alkaline phosphatase activity | purified bovine IAP, CDP-star luminescence, 30 min | inhibition, % at 20 µM | 190,000 tested, under 10 active;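 active = over 50% inhibition of intestinal alkaline phosphatase at 20 µM in the single-dose screen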
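Assay system: bovine IAP enzyme; medium: DEA buffer 100 mM, pH 9.8, with MgCl2 1.0 mM, ZnCl2 0.02 mM; doses: 20 µM single dose; incubation: enzyme reaction for 30 min at room temperature; detection: CDP-star luminescence signal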
PPARg SRC-2 ag: promotes SRC-2 coactivator recruitment by human PPARgamma | hit rate 0.34% among 200,000 | AID 1032 | P37231 | PPARgamma LBD-SRC-2 recruitment, biochemical | activation, % at 8 µM; in the data active = activation above about 22%;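 note: 0% = vehicle and 100% = reference agonist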
TLR4 MyD88 comp: blocks binding of human TLR4 to MyD88. inhibition, % at 8.4 µM. hit rate 0.18% among 200,000. HeLa CL3-4 TLR4/MyD88 BLA complementation, FRET ratio. AID 861. O00206+Q99836; in the data active = inhibition above about 25%;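 note: 0% = vehicle and 100% = reference inhibitor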
Redox H2O2 prof: compounds producing H2O2 with reducing agent – biochemical, NIH compound library profiling, artefact control for MLSCN library redox annotation, primary screen; hit rate 0.03% among 200,000; DTT-dependent redox cycling H2O2, phenol red/HRP absorbance; 100% = 100 µM peroxide control, 0% = buffer; activation, % at 10 µM; AID 878;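 active = activation of at least 50% relative to the plate's high and low controls in the primary single-dose screen; inactive = activation below 50%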;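 note: compound incubated with DTT at 0.8 mM final as the reducing agent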
PPARg SRC-1 ag: PPARgamma-driven SRC-1 recruitment agonism | activation, % at 8 µM | PPARgamma-SRC-1 coactivator recruitment biochemical assay | hit rate 0.41% among 200,000 | P37231 | AID 631; in the data active = activation above about 19%;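 note: 0% = DMSO and 100% = reference agonist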
The depositor's hits bear a star; . = no result given.

SMILES | SRC2 TRFRET art | PPARg SRC3 recr | Lmaj promast | bIAP activator | S1P3 antag | ROMK mod | bIAP inh | PPARg SRC-2 ag | TLR4 MyD88 comp | Redox H2O2 prof | PPARg SRC-1 ag
CCC(=O)Nc1ccc(S(=O)(=O)Nc2ccccn2)cc1 | 1577 | 2 | -5 | 1.3 | 9 | 0.41 | -31 | -7 | 10 | 0.3 | 0
O=C(CC1(O)C(=O)Nc2ccccc21)c1cccc(-n2cccc2)c1 (stereo not drawn) | 1690 | 0 | -3 | 1 | -16 | 0.61 | -2 | -6 | -12 | 0.8 | 2
Cc1cc2ncn(C(=O)N3CCCCCC3)c2cc1C | 1474 | -6 | -1 | 0.9 | . | . | 8 | -10 | -8 | 0.4 | -3
COc1ccccc1OCC(=O)NNC(=O)C(=O)N1CCCC1 | 1496 | -3 | -9 | 1 | -10 | . | 1 | -12 | 11 | 0.4 | -4
O=C(c1ccco1)n1nc(NCc2ccccc2)nc1NCc1ccccc1 | 1554 | -4 | -2 | 0.9 | -10 | . | 10 | -1 | 0 | 1.8 | 2
COCC(C)n1c(C)cc(C(=O)CSc2nc3ccccc3c(=O)[nH]2)c1C (stereo not drawn) | 1397 | -6 | -8 | 0.9 | 14 | . | 10 | -1 | 5 | 1.4 | -9
COC(=O)c1sc(S(=O)(=O)Nc2ccc(C)cc2)c(C(=O)OC)c1C | 1390 | 0 | 2 | 0.7 | -3 | -0.08 | 29 | 1 | 8 | -0.3 | 0
COCCn1c(C)cc(C(=O)COC(=O)CNC(=O)c2ccccc2)c1C | 1308 | -4 | -4 | 0.9 | -7 | 0.15 | 6 | -9 | 1 | -0.8 | -5
CC(CN1CCOCC1)C(=O)c1ccccc1 (stereo not drawn) | 1610 | -5 | 7 | 1 | . | -0.13 | 4 | 0 | -12 | 0.1 | 1
Cc1ccc(NC(=O)c2cc(NC(=O)C3CC=CCC3C(=O)O)ccc2N2CCOCC2)cc1 (stereo not drawn) | 1515 | -5 | -7 | 1 | -8 | . | -2 | -7 | 6 | -2.4 | -5
O=C1c2ccccc2C(=O)N1CCn1nc(Cl)nc1Cl | 1392 | -5 | 11 | 1 | -15 | . | -4 | 0 | 3 | -0.8 | -2
CC1CCN(c2c(NCc3ccc(C(=O)NCC4COc5ccccc5O4)cc3)c(=O)c2=O)CC1 (stereo not drawn) | 1479 | -16 | -7 | . | -13 | . | . | 4 | 2 | -0.9 | -8
CCCCn1c(N)c(N(CCC(C)C)C(=O)COC(=O)c2ccccc2)c(=O)[nH]c1=O | 1501 | 3 | -3 | 1 | 8 | 0.039 | 1 | 2 | -11 | -0.3 | 7
CC(=O)c1ccc(N2CCN(C(=O)c3cc4c(-c5ccccc5F)nn(C)c4s3)CC2)cc1 | 1584 | 2 | -1 | 1 | 8 | . | 0 | -3 | 0 | -1.9 | 0
COc1ccc(OCCSc2nnc(Cc3cccc4ccccc34)n2N)cc1 | 1501 | 1 | 5 | 1 | 1 | -2.3 | -3 | 6 | 5 | -0.4 | -2
O=C(Cc1ccc(S(=O)(=O)N2CCOCC2)s1)NCCC(c1ccccc1)c1ccccc1 | 1614 | 1 | 98* | 1.1 | . | -2.9 | -7 | 4 | -14 | -0.1 | -2
CN(C(=O)COc1ccccc1C(=O)NCCOc1ccccc1)c1ccccc1 | 1510 | -2 | 21 | 0.9 | 16 | -1.4 | 12 | -1 | -2 | -0.5 | 0
CCCS(=O)(=O)N1CCN(CCCc2ccccc2)CC1 | 1701 | -1 | 79* | 0.8 | -22 | . | 18 | -3 | 5 | -0.7 | 0
Cc1ccc2cc(CCNC(=O)c3cccc([N+](=O)[O-])c3)c(=O)[nH]c2c1 | 1662 | 1 | 6 | 1 | -16 | 1.3 | -1 | -6 | -25 | 0.5 | -6
CCCOc1cccc(NC(=O)c2cc(C)oc2C)c1 | 1729 | 14 | 4 | 0.7 | 11 | . | 27 | -1 | 1 | -0.3 | 4
O=S(=O)(N1CCCCC1)N1CCN(c2ccc(F)cc2)CC1 | 1416 | -5 | 8 | 0.9 | 27 | . | 6 | -8 | 11 | 1.5 | -5
CC(=O)Oc1ccc(N2C(=O)C3C(C2=O)C2C=CC3C23CC3)cc1[N+](=O)[O-] (stereo not drawn) | 1700 | 5 | -8 | 1.1 | 4 | 0.097 | -14 | 4 | -6 | -0.6 | 5
NS(=O)(=O)c1ccc(CCNC(=O)c2cc(-c3ccccc3)nc3ccccc23)cc1 | 1481 | 0 | -1 | 0.9 | 0 | . | 9 | -1 | 1 | 0.5 | -1
CSc1nc2c(c(=O)[nH]1)C(c1cccc(Cl)c1)CC(=O)N2 (stereo not drawn) | 1498 | 3 | -7 | 1.4 | -6 | -0.33 | -40 | 6 | -2 | -1.0 | 1
CN1CCc2c(OCc3ccc(F)cc3)cccc2C1=O | 1554 | -1 | 13 | 1 | -7 | -1.6 | -2 | 4 | -1 | -1.4 | -3

Whole records from above. Order of screens: SRC2 TRFRET art	PPARg SRC3 recr	Lmaj promast	bIAP activator	S1P3 antag	ROMK mod	bIAP inh	PPARg SRC-2 ag	TLR4 MyD88 comp	Redox H2O2 prof	PPARg SRC-1 ag
`CC1CCN(c2c(NCc3ccc(C(=O)NCC4COc5ccccc5O4)cc3)c(=O)c2=O)CC1` (stereo not drawn) across the screens: 1479	-16	-7	.	-13	.	.	4	2	-0.9	-8
`CN(C(=O)COc1ccccc1C(=O)NCCOc1ccccc1)c1ccccc1` across the screens: 1510	-2	21	0.9	16	-1.4	12	-1	-2	-0.5	0
`CCCCn1c(N)c(N(CCC(C)C)C(=O)COC(=O)c2ccccc2)c(=O)[nH]c1=O` across the screens: 1501	3	-3	1	8	0.039	1	2	-11	-0.3	7
`CSc1nc2c(c(=O)[nH]1)C(c1cccc(Cl)c1)CC(=O)N2` (stereo not drawn) across the screens: 1498	3	-7	1.4	-6	-0.33	-40	6	-2	-1.0	1

Remaining list, next part:
SMILES | SRC2 TRFRET art | PPARg SRC3 recr | Lmaj promast | bIAP activator | S1P3 antag | ROMK mod | bIAP inh | PPARg SRC-2 ag | TLR4 MyD88 comp | Redox H2O2 prof | PPARg SRC-1 ag
FC(F)(F)c1cc(CCN2C(=S)NC[C@@H]2Cc2ccccc2)cc(C(F)(F)F)c1 | 1550 | 0 | 14 | 0.6 | 5 | . | 37 | -6 | -16 | 0.3 | -6
O=C(c1ccco1)N1CCN(Cc2nc3ccc([N+](=O)[O-])cc3c(=O)n2-c2ccccc2F)CC1 | 1532 | -8 | 3 | 1 | . | -0.13 | 2 | 4 | 13 | 0.1 | -1
CCOc1cc(C(c2c(C)[nH][nH]c2=O)c2c(C)[nH][nH]c2=O)ccc1O | 1700 | 2 | 10 | 1.1 | -8 | . | -13 | 3 | 4 | 0.7 | -4
Cc1ccc(N(C(=O)C2CCC(=O)N2)C2(C(=O)NC3CCCC3)CCCCC2)cc1 (stereo not drawn) | 1387 | 3 | -6 | 1 | . | 0.76 | -4 | 10 | 6 | 0.4 | 1
O=C(c1ccc2c(c1)OCO2)N1CCCC(c2ccccc2)C1 (stereo not drawn) | 1693 | -9 | -2 | 1 | -24 | . | 4 | 12 | 0 | 2.3 | 0
O=C1CCCN1CC(O)CS(=O)(=O)c1ccccc1 (stereo not drawn) | 1458 | -2 | -4 | 1 | . | . | -2 | -4 | -3 | -5.6 | 1
COc1ccc(/C=C/C(=O)Nc2nonc2NC(C)=O)cc1 | 1755 | 5 | 5 | 0.7 | -12 | . | 26 | 4 | 12 | -0.1 | 1
C=CCc1ccc(OCCN2CCc3ccccc3C2)c(OC)c1 | 1508 | -4 | 83* | 1.2 | -9 | -0.056 | -18 | 4 | 5 | -0.8 | 0
OC(COc1ccc2c(c1)OCO2)CN1CCCCC1 (stereo not drawn) | 1369 | 6 | -8 | 0.9 | 1 | -0.022 | 8 | 6 | -9 | -3.7 | 1
Cc1cc2ccccc2cc1CN1CCOCC1 | 1661 | 6 | 0 | 0.9 | 11 | . | 5 | 1 | -9 | -0.3 | 0
COc1cc2c3c(c1)C(C)=CC(C)(C)N3C(=O)C2=O | 1254 | 6 | 56* | 0.8 | -1 | 2.2 | 17 | 7 | 1 | -0.6 | 1
N=C1/C(=C\c2ccc(-c3cc(Cl)cc(Cl)c3)o2)C(=O)N=C2SC=C(c3ccccc3)N12 | 1563 | -2 | 0 | 1 | -33 | . | 0 | -10 | -1 | 0.7 | -8
CC(C)NC(=S)N=Nc1c(O)[nH]c2ccc([N+](=O)[O-])cc12 | 1779 | 2 | 8 | 1.1 | -9 | 0.93 | -9 | 4 | 4 | -1.8 | 6
CCC(C)NC(=O)c1ccc2c(SCC(=O)O)c3c(nc2c1)CCCC3 (stereo not drawn) | 1355 | 0 | -2 | 0.9 | 0 | 0.32 | 13 | -5 | 4 | 1.6 | -5
CN(Cc1ccccc1)c1nc(-c2ccc([N+](=O)[O-])cc2)nc2ccccc12 | 1432 | -5 | 3 | 0.9 | . | . | 6 | 3 | -4 | 4.7 | -1
O=C1CSC(c2ccccn2)N1c1ccc2ccccc2c1 (stereo not drawn) | 1575 | 8 | -2 | 0.9 | . | . | 6 | -4 | -20 | 1.5 | 0
O=C(CN1CCOCC1)Nc1ccc(N2CCN(c3ccccc3)CC2)c(F)c1 | 1792 | 0 | -12 | 1.1 | -14 | -0.32 | -13 | 11 | 0 | -2.3 | -3
Cc1cc2c3c(c1C)C1(C(=O)N3C(C)(C)CC2C)C(C#N)=C(N)OC2=C1C(=O)CC(C)(C)C2 (stereo not drawn) | 1370 | -8 | 10 | 1 | . | . | -2 | -2 | 13 | 0.1 | -6
Cc1ccc(OC(=O)c2cccnc2)cc1 | 1629 | -1 | -1 | 0.9 | -11 | . | 9 | -2 | -6 | -1.5 | 4
CCOC(=O)Cc1c(C)nc2c(-c3ccc(Cl)cc3)c(C)[nH]n2c1=O | 1428 | -1 | 95* | 1 | . | . | 4 | 1 | 8 | 9.8 | 4
CCCCNC(=O)c1cccc(C(=O)NCCCC)c1 | 1585 | 11 | -5 | 0.9 | 1 | 0.098 | 9 | 10 | 2 | 0.8 | 11
O=C(Oc1coc(CSc2ncccn2)cc1=O)c1cccs1 | 1463 | 2 | -2 | 1 | -9 | -0.015 | 4 | 2 | 9 | 0.2 | 1
CC(C)Oc1cccc(C(=O)NC(=S)Nc2cccc(NC(=O)c3ccccc3Cl)c2)c1 | 1564 | 2 | 86* | 0.8 | -6 | . | 15 | 7 | -10 | -0.5 | 1
COc1ccc(N(CC(=O)NCc2ccco2)S(=O)(=O)c2ccccc2)cc1 | 1533 | -2 | 8 | 1 | -2 | -0.48 | -1 | -6 | -3 | -0.4 | -4
CCOc1ccc(NC(=O)CN(C2CCCCC2)S(C)(=O)=O)cc1 | 1555 | 3 | 1 | 1 | . | 0.98 | -3 | -3 | -4 | 2.2 | 3
CCCn1c(SCC(=O)Nc2cccc(C)n2)nc2c1c(=O)n(C)c(=O)n2C | 1348 | -4 | 0 | 1 | -15 | -0.15 | 3 | -7 | -2 | 7.3 | -8
CCCn1nnnc1NC(=O)COc1ccc(Br)cc1 | 1638 | 4 | -8 | 1 | 3 | 0.42 | 4 | 5 | 5 | -2.5 | 4
Cc1ccccc1Cn1cc(S(=O)(=O)CC(=O)N2CCCCC2)c2ccccc21 | 1536 | -1 | -3 | 1 | . | . | 1 | 1 | -15 | 0.6 | -5

No enrichment for hits; overall some 11% were active at least once.
